Screening results (PubChem BioAssay)
Hsp90 Hop PPI: changes Hsp90-Hop TPR2A binding signal, up or down. AlphaScreen TPR2A-His6 binding biotin-Hsp90 C-terminal peptide. Potency, µM (series often up to 57 µM), inactives show at the top dose activity change, negative = inhibition. 71,000 compounds, 0.44% hits; active means well fitted curve in either direction with a large enough effect; inconclusive means small, poorly fitted or top-dose-only effect, or another doubt; further: potency means the concentration at half of the fitted maximal effect; on the % scale 0 is the no-effect control and ±100 the full control effect; many of its hits are not listed in these tables
TexasRed autofl: compound fluoresces in the Texas Red spectral region | Compound fluorescence, Texas Red channel, 547/618 nm; stronger effect = higher value | max dye-equivalent concentration, M | 59,000 compounds, 0.06% hits | AID 587; in the data active means max dye-equivalent concentration above about 10 nM; inconclusive means between about 1.1 nM and that limit
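Spectral interference profiling: each compound concentration's relative fluorescence, read with a 547 nm excitation and 618 nm emission filter pair, was normalized to a per-plate Texas Red standard curve.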
ERK AVP inh: inhibitors of vasopressin-stimulated ERK signaling pathway; HEK293-V1b, vasopressin-stimulated pERK AlphaScreen; 72,000 compounds, 0.99% hits; Potency, µM (doses to about 57.5 µM), for the others: at the top dose activity, negative = inhibition, usual class: inhibitors; further: potency means the concentration at half of the fitted maximal effect; on the % scale 0 is the no-effect control and ±100 the full control effect; nearly all actives have a fitted effect of over 55% in size
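qHTS, compounds titrated on V1b-expressing HEK293 cells. Preincubation 30 min at 37C, vasopressin 25 nM for 5 min, lysis 10 min, bead incubation 5 hr at room temperature.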
Pol III holo inh: DNA polymerase III holoenzyme inhibition; Potency, µM (doses to about 57.1 µM), for inactives: at the highest dose activity change, negative = inhibition; reconstituted DNA polymerase III holoenzyme replication, biochemical; 71,000 compounds, 0.25% hits; AID 603; further: potency means the concentration at half of the fitted maximal effect; on the % scale 0 is the no-effect control and ±100 the full control effect
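Reconstituted *E. coli* holoenzyme (0.35 nM Pol III, 1 nM beta, 154 nM SSB, 2 nM primase) was preincubated with compound for 15 min at RT. Synthesis on 1.4 nM ssM13Gori ran 35 min, then was stopped with PicoGreen/EDTA and read as dsDNA fluorescence.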
15-hLO inh: blocks human 15-lipoxygenase activity; P16050; purified 15hLO-1, xylenol orange hydroperoxide absorbance; Potency, µM (titrated, usually from 57.1 µM), for the others: at the highest dose activity change, negative = inhibition, most hits filed as inhibitors; 74,000 compounds, 1.4% hits; further: potency means the concentration at half of the fitted maximal effect; on the % scale 0 is the no-effect control and ±100 the full control effect; nearly all actives have a fitted effect of over 55% in size
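Compounds were preincubated 15 min at room temperature with 40 nM purified human enzyme (25 mM Hepes pH 7.5, 0.01% Triton X-100); 50 uM arachidonic acid reacted 6 min. Fe-xylenol orange detection, 30 min, absorbance ratio 573/405 nm.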
HADH2 inh: blocks human hydroxyacyl-CoA dehydrogenase type II | Potency, µM (top dose mostly 57.1 µM), for the others: at the top dose activity change, negative = inhibition, hits mostly inhibitors | Q99714 | recombinant HADH2, NADH fluorescence, beta-hydroxybutyryl-CoA | 73,000 compounds, 3.4% hits | AID 886; further: potency means the concentration at half of the fitted maximal effect; on the % scale 0 is the no-effect control and ±100 the full control effect; nearly all actives have a fitted effect of over 60% in size; many of its hits are not listed in these tables
Target sequence (Q99714 whole entry, looked up, one chain of several): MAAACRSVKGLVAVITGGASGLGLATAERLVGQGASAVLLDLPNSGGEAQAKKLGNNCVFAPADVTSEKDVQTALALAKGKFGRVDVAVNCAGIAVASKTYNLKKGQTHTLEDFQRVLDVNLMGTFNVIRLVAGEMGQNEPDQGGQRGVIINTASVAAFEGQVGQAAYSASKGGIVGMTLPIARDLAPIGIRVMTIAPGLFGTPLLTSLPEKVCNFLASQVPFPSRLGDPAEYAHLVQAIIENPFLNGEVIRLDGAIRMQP
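Buffer 100 mM Tris-HCl pH 9.0/0.01% Tween-20; HADH2 20 nM; NAD+ 1 mM; beta-hydroxybutyryl-CoA 90 uM (all final). 15 min cpd preincubation, RT.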
Rhodamine autofl: rhodamine region autofluorescence; Rhodamine-region fluorescence, 547/598 nm, Tris buffer; stronger effect = higher value; max dye-equivalent concentration, M; 59,000 compounds, 0.05% hits; in the data active means max dye-equivalent concentration above about 11 nM; inconclusive means between about 1.1 nM and that limit
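qHTS spectral profiling of compounds without any target or enzyme present, in pH 8.0 Tris buffer; plates were read after a 15-minute room-temperature incubation using the rhodamine-region filter set.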
HBB splicing: hemoglobin beta splicing modulation; Potency, µM (doses to about 46.1 µM), without a hit: at the top dose activation, usual class: activators; HBB splicing reporter cell assay, activation; EGFP reporter with mutant IVS2-654 intron; response scale: normalised to 500 nM splice-correcting PNA; 65,000 compounds, 0.06% hits; further: potency means the concentration at half of the fitted maximal effect; 0% is about no effect
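HeLa cells stably expressing EGFP interrupted by mutant beta-globin intron 2 (IVS2-654), 500/well in 2% FCS. Treated with compound for 2 days at 37C. Splicing correction scored as total well GFP intensity (488 nm excitation, 500-520 nm emission); 500 nM antisense PNA served as control.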
FLuc inh: blocks Photinus pyralis firefly luciferase activity; purified firefly luciferase, luminescence, 8 min; Potency, µM (top dose mostly 57.1 µM), without a hit: top-dose activity change, negative = inhibition, actives largely listed as inhibitors; 72,000 compounds, 2.2% hits; AID 411; further: potency means the concentration at half of the fitted maximal effect; on the % scale 0 is the no-effect control and ±100 the full control effect; nearly all actives have a fitted effect of over 40% in size
Target sequence (P08659 whole entry, looked up): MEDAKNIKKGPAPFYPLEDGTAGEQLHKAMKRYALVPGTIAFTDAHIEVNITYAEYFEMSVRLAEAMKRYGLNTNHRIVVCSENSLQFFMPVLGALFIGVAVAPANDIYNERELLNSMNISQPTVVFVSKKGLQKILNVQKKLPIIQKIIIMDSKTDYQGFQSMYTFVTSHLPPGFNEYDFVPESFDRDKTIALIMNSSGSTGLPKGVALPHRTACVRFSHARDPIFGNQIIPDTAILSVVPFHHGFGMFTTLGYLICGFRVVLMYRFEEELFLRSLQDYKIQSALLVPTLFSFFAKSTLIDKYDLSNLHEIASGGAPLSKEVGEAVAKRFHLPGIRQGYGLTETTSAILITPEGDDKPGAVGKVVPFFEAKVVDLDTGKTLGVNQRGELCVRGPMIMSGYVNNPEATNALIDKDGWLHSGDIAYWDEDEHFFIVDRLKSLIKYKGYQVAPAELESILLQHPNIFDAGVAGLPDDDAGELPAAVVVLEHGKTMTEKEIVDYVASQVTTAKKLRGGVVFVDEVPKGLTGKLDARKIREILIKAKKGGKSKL
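Luminescence read-out after 8 min at room temperature; enzyme reaction used luciferin plus 10 uM ATP (linear range) in imidazole buffer pH 7.2 with KCl, MgCl2, Tween 20 and BSA. Each sample was run as a titration.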
Tau filament bind: binds recombinant human tau filaments; P10636; recombinant tau filaments, thioflavin S fluorescence, 15 h; filaments grown with octadecylsulfate alongside compound; Potency, µM (titrated, usually from 57.1 µM), for the others: at the top dose activity change, negative = inhibition; 71,000 compounds, 2% hits;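 further: potency means the concentration at half of the fitted maximal effect; on the % scale 0 is the no-effect control and ±100 the full control effect; actives lower thioflavin S fluorescence by blocking filaments or displacing dye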
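Quantitative HTS: thioflavine S signal from ODS-induced tau filaments, excited at 450 nm, emission 510 nm. Conditions: 1 uM tau, 30 uM ODS, 15 h at 37 C, pH 7.4.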
CRE-bla Fsk: modulators of forskolin-stimulated CRE signaling in CHO cells; CHO CRE-bla reporter (cAMP response element driving beta-lactamase), forskolin EC10, beta-lactamase ratio; Potency, µM (series often up to 38.2 µM), for the others: at the highest dose activity change, negative = inhibition, most hits filed as activators; 71,000 compounds, 2.5% hits; AID 662; active means well fitted activation curve with a large enough effect in the signal ratio, with a control signal flat, not every such curve was filed as active; inconclusive means small, poorly fitted or top-dose-only effect, or effect the other way, or a change in a side signal; the % refers to the signal ratio; further: potency means the concentration at half of the fitted maximal effect; % of control where 0% means no effect
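Modulation of forskolin-driven signalling is measured in CHO cells carrying a CRE-controlled beta-lactamase reporter. Cells are stimulated with EC10 NKH 477 in the presence of titrated compound for 3 h at 37 °C, then loaded with CCF4 for 2 h at room temperature.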
Numbers without * were called inactive; & = joins results of further samples; [ ] = dose if it differs, or a comment. Unless noted, the call rests on the fitted dose curve; in most records, active means well fitted curve in the direction sought with a large enough effect; inconclusive means small, poorly fitted or top-dose-only effect, or another doubt; inactive means no such curve, though single readings can be large; an effect the other way counts as inactive or inconclusive. These rows are one share of the data (hit frequency here may not be typical).

What do the screens show for `COc1cc2c(cc1O)C[C@H]1c3c(cc(OC)c(O)c3-2)CCN1C`?
Hsp90 Hop PPI: -11%; TexasRed autofl: inactive; ERK AVP inh: 4%; Pol III holo inh: -10%; 15-hLO inh: -14%[25.6 µM]; HADH2 inh: 32µM*; Rhodamine autofl: inactive; FLuc inh: -3%[11.4 µM]; Tau filament bind: 40µM*; CRE-bla Fsk: inconclusive

What do the screens show for `CCCCOc1ccc(CC2C(=O)N(C)C(=O)N(C)C2=O)cc1`?
Hsp90 Hop PPI: -6%[11 µM]; ERK AVP inh: -10%; Pol III holo inh: -5%[11.4 µM]; 15-hLO inh: inconclusive; HADH2 inh: -4%[11.4 µM]; HBB splicing: -0.6%[0.0738 µM]; FLuc inh: 2%; Tau filament bind: -6%[11.4 µM]; CRE-bla Fsk: inconclusive

Results for Oc1ccc(Cl)cc1Sc1cc(Cl)ccc1O ?
Hsp90 Hop PPI: -5%[11 µM]; TexasRed autofl: inactive; ERK AVP inh: -14%[11.5 µM]; Pol III holo inh: -9%[11.4 µM]; 15-hLO inh: 4µM*; HADH2 inh: 1.3µM*; Rhodamine autofl: inactive; HBB splicing: 1.4%[9.22 µM]; FLuc inh: 3%[11.4 µM]; Tau filament bind: 5%[11.4 µM]; CRE-bla Fsk: inconclusive

Results for O=C1NCN(c2ccccc2)C12CCN(CCCOc1ccc(F)cc1)CC2 ?
Hsp90 Hop PPI: 0%; ERK AVP inh: -19%; Pol III holo inh: -4%; 15-hLO inh: -30%[25.6 µM]; HADH2 inh: 4%; FLuc inh: 3%; Tau filament bind: -13%; CRE-bla Fsk: 16%

How did C=CCn1c(O)c(C=Nc2ccc(OC)cc2C)c(=O)[nH]c1=O do in these assays?
Hsp90 Hop PPI: -3%; TexasRed autofl: inactive; ERK AVP inh: -12%; Pol III holo inh: -3%; 15-hLO inh: -7%; HADH2 inh: inconclusive; Rhodamine autofl: inactive; HBB splicing: 8.9%[0.369 µM]; FLuc inh: -2%; Tau filament bind: -5%; CRE-bla Fsk: inconclusive

Results for COCc1cc(C2SCC(=O)Nc3c2c(=O)[nH]n3C(C)C)ccc1OC (centres undefined) ?
Hsp90 Hop PPI: -3%; TexasRed autofl: inactive; ERK AVP inh: -19%; Pol III holo inh: -1%; 15-hLO inh: 3%; HADH2 inh: -3%; Rhodamine autofl: inactive; HBB splicing: 0.8%; FLuc inh: 4%; Tau filament bind: 6%; CRE-bla Fsk: 8%

What do the screens show for `O=C(C(Cc1ccccc1)NS(=O)(=O)c1cccc2nsnc12)N1CCC2(CC1)OCCO2` (centres undefined)?
Hsp90 Hop PPI: -5%; TexasRed autofl: inconclusive; ERK AVP inh: -3%; Pol III holo inh: 0%; 15-hLO inh: -3%; HADH2 inh: -15%; Rhodamine autofl: inactive; HBB splicing: 7.6%[1.84 µM]; FLuc inh: 1%; Tau filament bind: -16%; CRE-bla Fsk: inconclusive

Results for CN1[C@@H]2CC[C@H]1CC(NC(=O)c1nn(C)c3ccccc13)C2 (some centres undefined) ?
Hsp90 Hop PPI: 1%; TexasRed autofl: inconclusive; ERK AVP inh: 29%; Pol III holo inh: -2%; 15-hLO inh: 3%; HADH2 inh: -19%; Rhodamine autofl: inactive; HBB splicing: 2.4%; FLuc inh: 0%; Tau filament bind: -4%; CRE-bla Fsk: 4%

What do the screens show for `CCCC(C)(COC(N)=O)COC(N)=O`?
Hsp90 Hop PPI: -3%; ERK AVP inh: -1%; Pol III holo inh: -1%; 15-hLO inh: -6%; HADH2 inh: inconclusive; HBB splicing: 0.2%; Tau filament bind: 0%; CRE-bla Fsk: -10%

Results for O=C1C[C@@H](c2ccc(O)cc2)Oc2cc(O)cc(O)c21 ?
Hsp90 Hop PPI: -9%; TexasRed autofl: inactive; ERK AVP inh: 1%[25.7 µM]; Pol III holo inh: -5%; 15-hLO inh: 1%[25.6 µM]; HADH2 inh: inconclusive; Rhodamine autofl: inactive; HBB splicing: 1.7%[20.6 µM]; FLuc inh: -1%[11.4 µM]; Tau filament bind: inconclusive; CRE-bla Fsk: -15%

How did CCCN1CCC[C@H](c2cccc(C#N)c2)C1 do in these assays?
Hsp90 Hop PPI: -6%; TexasRed autofl: inactive; ERK AVP inh: 4%; Pol III holo inh: 1%; 15-hLO inh: -2%; HADH2 inh: 6%; Rhodamine autofl: inactive; HBB splicing: 0.2%; FLuc inh: -1%; Tau filament bind: 5%; CRE-bla Fsk: -9%

Results for Cl/C=C/CCl ?
Hsp90 Hop PPI: -5%; ERK AVP inh: 7%; Pol III holo inh: 2%; 15-hLO inh: 1%; HADH2 inh: -3%; HBB splicing: -0.3%; Tau filament bind: 12%; CRE-bla Fsk: -5%

How did O=C(Cn1c(=O)c(C(F)(F)F)nc2ccccc21)N1CCC2(CC1)OCCO2 do in these assays?
Hsp90 Hop PPI: 0%; TexasRed autofl: inactive; ERK AVP inh: -12%; Pol III holo inh: -9%; 15-hLO inh: 3%; HADH2 inh: 10%; Rhodamine autofl: inactive; HBB splicing: -0.9%[0.369 µM]; FLuc inh: 3%; Tau filament bind: 7%; CRE-bla Fsk: -2%

How did CC(C)CON=O do in these assays?
Hsp90 Hop PPI: -2%; ERK AVP inh: 18%; Pol III holo inh: 1%; 15-hLO inh: 6%; HADH2 inh: 0%; HBB splicing: -0.3%; Tau filament bind: 8%; CRE-bla Fsk: -8%

Results for O=P(O)(OP(=O)(O)c1ccccc1)c1ccccc1 (tested in a mixture with another compound) ?
Hsp90 Hop PPI: 0%[11 µM]; TexasRed autofl: inactive; ERK AVP inh: 21%[11.5 µM]; Pol III holo inh: -4%[11.4 µM]; 15-hLO inh: 29%[11.4 µM]; HADH2 inh: 2%[11.4 µM]; Rhodamine autofl: inactive; HBB splicing: 6.0%[9.22 µM]; FLuc inh: 5%[11.4 µM]; Tau filament bind: 9%[11.4 µM]; CRE-bla Fsk: -8%[7.6 µM]

Results for CCCC(C)(COC(N)=O)COC(=O)NC(C)C (centres undefined) ?
Hsp90 Hop PPI: 8%; TexasRed autofl: inactive; ERK AVP inh: -12%; Pol III holo inh: 3%; 15-hLO inh: 4%; HADH2 inh: -5%; Rhodamine autofl: inactive; HBB splicing: -0.3%; FLuc inh: 1%[25.5 µM]; Tau filament bind: -5%; CRE-bla Fsk: -7%

Results for C[C@H]1CCCC=CC2C[C@H](O)C[C@@H]2[C@H](O)/C=C\C(=O)O1 (some centres undefined) ?
Hsp90 Hop PPI: 3%; ERK AVP inh: -2%; Pol III holo inh: -4%; 15-hLO inh: inconclusive; HADH2 inh: -3%; FLuc inh: -8%; Tau filament bind: 30%; CRE-bla Fsk: inconclusive

What do the screens show for `CCC(=O)O[C@@](Cc1ccccc1)(c1ccccc1)[C@@H](C)CN(C)C`?
Hsp90 Hop PPI: -3%[26 µM]; TexasRed autofl: inconclusive; ERK AVP inh: 4%[25.7 µM]; Pol III holo inh: 4%[25.6 µM]; 15-hLO inh: -1%[25.6 µM]; HADH2 inh: -7%[25.6 µM]; Rhodamine autofl: inactive; HBB splicing: 2.9%[20.6 µM]; FLuc inh: 0%[25.5 µM]; Tau filament bind: -26%[25.6 µM]; CRE-bla Fsk: -6%[17.1 µM]

Results for Cc1ccc(C2N(c3cc(C)on3)C(=O)C3CCCN32)cc1 (centres undefined) ?
Hsp90 Hop PPI: 5%; TexasRed autofl: inactive; ERK AVP inh: -18%; Pol III holo inh: 0%; 15-hLO inh: 1%; HADH2 inh: 5%; Rhodamine autofl: inactive; HBB splicing: -0.8%; FLuc inh: -2%; Tau filament bind: 0%; CRE-bla Fsk: -1%

Results for CNC(=O)ON(C(=O)NC)C1N(C)C(=S)SC1(C)C (centres undefined) ?
Hsp90 Hop PPI: -2%; TexasRed autofl: inconclusive; ERK AVP inh: -7%; Pol III holo inh: 0%; 15-hLO inh: 13%; HADH2 inh: -3%; Rhodamine autofl: inactive; HBB splicing: 0.1%[57.5 µM]; FLuc inh: 3%; Tau filament bind: -1%; CRE-bla Fsk: 3%

What do the screens show for `COc1ccc2c(c1OC)C(=O)OC2C1c2cc3c(cc2CCN1C)OCO3` (centres undefined)?
Hsp90 Hop PPI: 0%; ERK AVP inh: -11%&-16%; Pol III holo inh: -1%; 15-hLO inh: -3%[25.6 µM]; HADH2 inh: 7%; HBB splicing: 0.3%; Tau filament bind: 5%; CRE-bla Fsk: -5%

Results for Nc1nnc(CCN2CCCCC2)s1 ?
Hsp90 Hop PPI: 0%; TexasRed autofl: inactive; ERK AVP inh: -5%; Pol III holo inh: -1%; 15-hLO inh: 16%; HADH2 inh: 2%; Rhodamine autofl: inactive; FLuc inh: 2%; Tau filament bind: -1%; CRE-bla Fsk: 0%
